VHR inh abs – VHR1 phosphatase inhibitors, primary screen, biochemical, absorbance, uHTS. Dual specificity protein phosphatase 3 (Homo sapiens), P51452. recombinant VHR phosphatase, pNPP absorbance. inhibition, % at 13.3 µM. hit rate 0.52% among 290,000. AID 1654, 2009; in the data active = inhibition above about 50%; also: some compounds called inactive have numbers as strong as hits
Target sequence (P51452 whole entry, looked up): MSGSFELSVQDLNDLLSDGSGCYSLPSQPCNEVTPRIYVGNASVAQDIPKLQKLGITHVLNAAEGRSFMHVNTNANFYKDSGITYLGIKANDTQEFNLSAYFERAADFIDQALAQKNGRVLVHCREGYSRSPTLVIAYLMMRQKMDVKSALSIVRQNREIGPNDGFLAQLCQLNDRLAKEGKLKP
TcdB inh – TcdB glycohydrolase inhibitors, primary screen, biochemical, single point, plate reader | Toxin B (Clostridioides difficile), P18177 | TcdB glycohydrolase enzymatic assay | inhibition, % at 9.99 µM | hit rate 0.24% among 350,000; in the data active = inhibition above about 10%
Rv3671c inh – Rv3671c serine protease inhibitors, primary screen, biochemical, fluorescence polarization, M. tuberculosis H37Rv; inhibition, % at 5.96 µM; hit rate 0.048% among 320,000; in the data active = inhibition above about 38%;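 also: extracellular domain of Rv3671c used as enzyme; 0% = enzyme with DMSO and 100% = no enzyme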
Target sequence (P9WHR9 whole entry, looked up, the tested form may be a part): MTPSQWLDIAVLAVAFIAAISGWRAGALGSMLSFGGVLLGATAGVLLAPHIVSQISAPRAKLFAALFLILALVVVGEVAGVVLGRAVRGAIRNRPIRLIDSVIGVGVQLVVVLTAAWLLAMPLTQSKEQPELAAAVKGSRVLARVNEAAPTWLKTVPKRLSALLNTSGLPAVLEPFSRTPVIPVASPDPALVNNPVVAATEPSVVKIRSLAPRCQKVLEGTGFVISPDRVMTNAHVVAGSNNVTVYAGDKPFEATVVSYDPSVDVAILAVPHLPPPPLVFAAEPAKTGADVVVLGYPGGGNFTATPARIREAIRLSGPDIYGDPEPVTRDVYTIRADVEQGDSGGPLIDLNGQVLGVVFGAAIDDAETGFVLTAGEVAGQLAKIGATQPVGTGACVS
Yp Topo-I inh – Yersinia pestis topoisomerase I inhibitors, primary screen, biochemical, cleavage product accumulation, plate reader, single point | Y. pestis Topo-I cleavage product accumulation | AID 504884, 2011 | activity, % at 10 µM | hit rate 0.064% among 360,000 | DNA topoisomerase I (Yersinia pestis CO92); in the data active = activity above about 50%, passing the limit was not always enough; also: inactives centre near 2
CCHF vOTU inh – CCHFV vOTU protease inhibitors, primary screen, biochemical, Pep-AMC substrate, fluorescence; Crimean-Congo hemorrhagic fever virus L polyprotein viral ovarian tumor (vOTU) protease …; AID 651958, 2012; inhibition, % at 11.5 µM; hit rate 0.55% among 370,000; in the data active = inhibition above about 30%; also: 0% = vehicle wells with enzyme and 100% = no enzyme wells
SARS 3CLpro inh – SARS-CoV 3CLpro protease inhibitors, primary screen, biochemical, quenched FRET; recombinant SARS-CoV 3CLpro, quenched FRET peptide cleavage; inhibition, % at 6 µM; hit rate 0.14% among 290,000; in the data active = inhibition above about 12%
Vc quorum ag – inducers of Vibrio cholerae quorum light production without autoinducers, primary screen, BH1578 luxS cqsA deficient, single point; V. cholerae BH1578 lux reporter, luminescence, 6 h; activation, % at 18.7 µM; hit rate 0.16% among 350,000; in the data active = activation mostly above about 9.7%, no sharp cut-off; also: not every result past the cut was called active; inactives centre near 0; reference of the scale not given here
MazEF act – activators of E. coli MazEF toxin-antitoxin RNase, primary screen, biochemical, fluorescence, uHTS. FAM/BHQ RNA-DNA oligo cleavage fluorescence, 5 h. AID 504720, 2011. hit rate 0.32% among 350,000. activation, % at 20 µM; in the data active = activation above about 50%
Target sequence (P0AE70 whole entry, looked up): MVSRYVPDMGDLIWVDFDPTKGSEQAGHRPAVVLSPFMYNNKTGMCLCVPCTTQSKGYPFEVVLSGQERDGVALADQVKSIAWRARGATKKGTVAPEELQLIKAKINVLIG
SSB-PriA inh – inhibitors of Klebsiella pneumoniae PriA binding to SSB C-terminal tail, primary screen, biochemical, AlphaScreen | PriA–SSB C-terminal tail interaction (Klebsiella pneumoniae) | AlphaScreen SSBct-PriA binding, biotinylated peptide | inhibition, % at 33 µM | hit rate 0.6% among 430,000 | AID 1272365, 2023; in the data active = inhibition mostly above about 37%, no sharp cut-off; inactive = mostly below about 20%;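 also: plate controls were negative control peptide for no effect and reference peptide for full effect; strong numbers were not always called active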
PrPC surface inh – inhibitors of human cell surface prion protein PrPC, primary screen, cell-based, TR-FRET | TR-FRET read-out | inhibition, % at 13.8 µM | hit rate 0.43% among 370,000; in the data active = inhibition above about 24%; also: 0% = median of the test wells and 100% = reference compound wells
* marks the source's active call; other numbers are inactive results; i = inactive; / = no result given; & = joins results of further samples. Some of the compounds tested; the hit share may differ from the screen's.

Values run as follows: VHR inh abs, TcdB inh, Rv3671c inh, Yp Topo-I inh, CCHF vOTU inh, SARS 3CLpro inh, Vc quorum ag, MazEF act, SSB-PriA inh, PrPC surface inh
Cc1ccc(C(=O)CSc2nnc(COc3cc(C)cc(C)c3)o2)cc1
 : -1, /, -8, 1, 1, -5, -0.3, -3, -36, 6
Cc1[nH]c(C)c(S(=O)(=O)NCCc2ccc(S(N)(=O)=O)cc2)c1C(=O)N1CCCC1
 : 1, 3.6, 10, 0, 4, 1, i, 5, 19, 0
CCN1CCN(C(=O)C2CCN(S(=O)(=O)c3cccc4cccnc34)CC2)CC1
 : 29, 1.2, 1, 4, -3, /, -0.2, -2, 1, -6
CC(C(=O)Nc1ccccc1Cl)c1ccc([N+](=O)[O-])cc1 (configuration not stated)
 : 16, -0.5, -2, -2, -3, 1, 0.5, -7, 5, -5
CC1NC(=S)N(Cc2ccccc2)C1=O (configuration not stated)
 : 2, 0.1, -7, 5, -1, -1, i, 7, -6, 4
NC(=O)c1ccc(NC(=O)COC(=O)CCN=C2NS(=O)(=O)c3ccccc32)cc1
 : /, 1.3, 9, 0, 4, /, 0.9, 5, -10, 8
Cc1ccc(C(=O)c2c(NC(=O)c3ccncc3)sc3c2CCCC3)cc1
 : -9, /, -6, 7, 4, -2, /, 10, -6, -4
O=c1[nH]nnc2cc(Cl)ccc12
 : /, -2.8, /, 1, -10, /, i, 1, -8, 9
O=C(c1sccc1-c1ccccc1)N1CCN(S(=O)(=O)c2ccccc2)CC1
 : 9, 1.9, 0, 12, -1, -4, i, 6, 12, -1
CCN(CC)S(=O)(=O)c1ccc(Oc2ccc(S(=O)(=O)N(CC)CC)cc2)cc1
 : -16, /, 5, 8, 6, 1, -0.5, 3, -9, 9
Cc1cc(N2CCOCC2)nc2ccc(NC(=O)C3CCCCC3)cc12
 : /, -0.2, /, 12, 2, /, -0.7, /, /, -1
COc1cc(/C=N\NC(=O)c2cccc(Cl)c2)ccc1Oc1ccc([N+](=O)[O-])cn1
 : 17, 0.2, -18, 3, -2, 2, -0.5, 5, /, -11
CCOC(=O)c1ccc(NC(=O)C2CCCN(S(=O)(=O)c3cnc[nH]3)C2)cc1 (configuration not stated)
 : 17, 1.4, 4, 1, -3, -3, -0.3, 6, -8, 0
COCCn1c(SCC(=O)Nc2c(C)n(C)n(-c3ccccc3)c2=O)nc2ccccc2c1=O
 : /, 0.3, 4, -10, 16, /, i, -4, -10, 5
Cc1ccc2nc(SCC(=O)NCc3ccco3)c(C)cc2c1
 : 10, 1.0, -13, 17, 2, 9, i, -2, -4, 3
O=C(O)CC(c1ccc(Cl)cc1)N1C(=O)CCC1=O (configuration not stated)
 : 37, /, 0, 1, -6, 4, i, 10, -4, 1
Cc1nn2c(=O)cc(CSc3nc4ccccc4[nH]3)nc2s1
 : 11, 3.2, -6, 1, 8, -2, -0.1, 7, -18, 9
O=C(NNc1nc2cc3c(cc2s1)OCO3)c1ccccc1
 : 4, 0.4, 9, -4, -1, -1, -0.3, 0, 7&-14, 6
COc1ccc(C2=NO[C@@H]3C(=O)N(c4ccc(C)cc4C)C(=O)[C@H]23)cc1OC
 : 7, /, 2, -8, -5, 7, -0.3, -2, 2, -1
CC(C)[C@H](NC(=O)c1ccccc1)C(=O)NCCc1ccccc1
 : 7, 0.5, -9, 1, -17, 3, i, 5, -6, 1
CCOC(=O)N1CCN(c2cc(=O)n(-c3cccc(C)c3)c(=O)[nH]2)CC1
 : 29, -0.4, -6, -3, -14, -4, i, -5, 8, -3
COc1ccc(S(=O)(=O)N(Cc2cc3ccc(OC)cc3[nH]c2=O)CC2COCCO2)cc1 (configuration not stated)
 : 10, /, -7, 19, 8, 6, -1.1, -4, 4, -7
COc1ccc(Nc2nc(-c3ccc(OC)cc3)cs2)cc1
 : 2, 3.6, 8, -11, 9, 0, i, 10, -6, 3
c1ccc(-c2ccc(CN3C[C@@H]4C(c5ccccc5)C5(c6ccccc6)CC4(C5)[C@H]3c3ccccc3)cc2)cc1 (some centres not stated)
 : 7, 0.8, -8, -9, 5, /, i, -7, 3, -4
COc1cccc(Nc2nc(C)cc(C)c2C#N)c1
 : 13, /, -5, 2, 2, -2, /, 4, -17, 0
COc1ccc(/C=N/NC(=O)C[n+]2ccccc2)c(OC)c1
 : -10, -0.3, -1, 1, 10, -1, 1.6, 7, /, -2
CC(C)(C)NC(=O)Nc1ccc2nccnc2c1
 : 0, /, 6, -5, -112, 0, i, 8, 5, -8
Cc1onc(-c2ccc(Cl)cc2Cl)c1-c1csc(N/N=C/c2ccccc2)n1
 : 10, 0.8, 3, -2, -6, -3, 1.4, 3, i, 4
COc1cccc(C(=O)N2c3ccccc3Sc3ccccc32)c1
 : 13, 3.7, -12, 17, 5, 0, -0.1, -3, 2, -2
COc1ccccc1N1CCN(C(=O)c2cc3c(=O)n(C)c4ccccc4c3n2C)CC1
 : 29, 0.0, 3, 20, 5, 4, -0.3, 16, 0, 0
CC(C)CCn1c(SCC(=O)N2CC(=O)Nc3ccccc32)nc2scc(-c3cccs3)c2c1=O
 : 24, /, 3, -1, 11, 0, -1.4, -9, -10, -5
CCOc1ccc(S(=O)(=O)N2CCC(C(=O)NCC(=O)Nc3cccc(Cl)c3C)CC2)cc1
 : /, -0.4, 9, 14, -5, /, -0.3, 2, 6, -2
CN(C)/C=N/c1ncnc2c1cnn2-c1ccc(C(F)(F)F)cn1
 : 18, -2.2, /, 1, -9, -2, 0.8, 9, /, 0
Fc1ccc(OCCOCCN2CCNCC2)cc1
 : -28, 0.9, 5, -1, 3, 0, i, 6, -7, -1
COC(=O)c1ccccc1-n1c(CCC(=O)O)ccc1-c1ccc(F)cc1
 : 1, -0.5, -1, -8, 9, -4, -0.8, 2, 25, 1
Nc1nnc(SCCN2C(=O)c3ccccc3S2(=O)=O)s1
 : -1, /, 2, -4, 9, 3, 0.5, 3, -13, 10
CCCCCCCCCCCCCCCC[n+]1ccc(/C=N/O)cc1
 : -7, 0.6, 59*, 9, 56*, 10, 3.4, 4, /, 31*
C/C(=N\Nc1nc(N2CCOCC2)nc(N2CCOCC2)n1)c1ccc([N+](=O)[O-])cc1
 : 12, 1.2, -16, 4, 2, -3, -0.9, 5, /, -7
COc1ccccc1/C=C/C(=O)Nc1cccnc1
 : 27, 1.1, -7, -13, -7, 2, -0.2, 5, -17, -11
CCn1c(SCC(=O)Nc2nccs2)nnc1-c1ccccn1
 : 22, -3.6, -2, 4, -9, 3, -0.8, 5, -10, 1

Quoted at random: 3 compounds from above
Values run as follows: VHR inh abs, TcdB inh, Rv3671c inh, Yp Topo-I inh, CCHF vOTU inh, SARS 3CLpro inh, Vc quorum ag, MazEF act, SSB-PriA inh, PrPC surface inh
COc1ccc(Nc2nc(-c3ccc(OC)cc3)cs2)cc1
 : 2, 3.6, 8, -11, 9, 0, i, 10, -6, 3
COc1ccc(S(=O)(=O)N(Cc2cc3ccc(OC)cc3[nH]c2=O)CC2COCCO2)cc1 (configuration not stated)
 : 10, /, -7, 19, 8, 6, -1.1, -4, 4, -7
CCOc1ccc(S(=O)(=O)N2CCC(C(=O)NCC(=O)Nc3cccc(Cl)c3C)CC2)cc1
 : /, -0.4, 9, 14, -5, /, -0.3, 2, 6, -2

Continued.
Compound	VHR inh abs	TcdB inh	Rv3671c inh	Yp Topo-I inh	CCHF vOTU inh	SARS 3CLpro inh	Vc quorum ag	MazEF act	SSB-PriA inh	PrPC surface inh
CCOC(=O)C1=C(CC)Nc2ccccc2N=C1NC(=O)c1ccc(S(=O)(=O)N2CCCC2)cc1	10	0.1	4	-3	-16	8	-0.3	1	-5	3
CCc1nnc(NC(=O)c2ccc(S(=O)(=O)N(CC(C)C)CC(C)C)cc2)o1	-37	/	-6	0	16	2	i	-2	-2	1
COc1ccc2ccccc2c1CNCCc1ccccc1	1	0.4	7	18	-4	-1	-0.9	11	-8	-3
CC(=O)c1cccc(N2C(=NC(=O)COc3ccccc3)SC3CS(=O)(=O)CC32)c1 (configuration not stated)	-4	1.3	-11	-7	4	-1	-0.2	6	-12	5
COc1ccccc1NC(=O)Nc1cc(C(C)(C)C)nn1C	9	2.7	-9	11	-8	-1	-0.4	6	3	8
O=S(=O)(Nc1nc2ccccc2[nH]1)c1ccc(Cl)cc1	29	/	-6	-11	-3	-3	-0.3	5	-9	10
O=C(O)c1cc2c(cc1NC(=O)c1c(F)cccc1Cl)OCCCO2	-3	0.4	2	8	9	1	-0.5	44	-6	2
COc1ccc(OC)c(S(=O)(=O)N2CCC(C(=O)NC(C)c3ccccc3)CC2)c1 (configuration not stated)	15	/	-2	8	-3	0	9.1	5	-2	-3
NC1=NC[C@H](Cc2ccc(O)cc2)N1CCCCC1CCCCC1	26	2.6	-2	-1	10	/	-11	10	15	8
O=C(Cn1cc(C(=O)C2CC2)c2ccccc21)NCc1ccc2c(c1)OCO2	19	/	-3	0	-8	-3	-0.3	-1	-9	2
CC(C)(C)OC(=O)N[C@@H](C(=O)OC(C)(C)C)c1ccc(C(F)(F)F)cc1	/	0.7	-1	9	1	/	i	3	-22	-3
O=C1CCCN1c1ccc(CNS(=O)(=O)c2ccc(F)cc2)cc1	-16	/	-3	-3	11	0	3.0	12	-6	12
COc1cccc(-c2noc(-c3ccc(Br)o3)n2)c1	14	1.3	-2	4	15	-3	1.7	-6	-15	-3
Cc1sc(NC(=O)c2ccco2)c(CN2CCN(c3ccc(F)cc3)CC2)c1C	4	1.5	-7	-4	6	4	0.3	3	-13	4
COc1cc(O)ccc1C(=O)CCc1ccc(O)cc1	18	17*	-1	-7	7	7	-1.0	-1	-10	-3
Cn1cc(-c2cccc(C(F)(F)F)c2)cc(C#N)c1=O	6	-0.8	6	-1	-40	-1	-7.7	0	53*	0
CCc1cccc(C)c1NC(=O)CSc1nnc(C)o1	18	-0.9	-1	2	3	-3	i	3	-5	0
COc1cccc(-n2c(SC)nnc2-c2c[nH]c3ccccc23)c1	38	0.7	-1	10	-3	0	-0.3	3	-7	3
Cc1occc1C(=O)NNC(=O)Nc1ccc(Cl)c(Cl)c1	46	0.9	-9	-4	-15	-5	-1.7	1	-1	-1
CCNC(=S)N1CCNC(=O)C1CC(=O)OC (configuration not stated)	7	0.3	-17	-2	-13	2	0.7	-17	-17	-2
CCOCCCNC(=O)C(c1ccc(OC)cc1)N(Cc1ccc2c(c1)OCO2)C(=O)c1ccccc1O (configuration not stated)	-6	0.4	8	19	3	3	-0.3	-3	-8	-2
Cc1cccc(NC(=O)c2nc[nH]c2C(=O)N[C@@H](Cc2ccccc2)C(=O)OC(C)(C)C)c1	11	0.9	-55	32	26	/	0.7	-10	7	6
COc1ccc(CCN(C)C(=O)c2cncc(Br)c2)cc1OC	25	1.6	4	1	12	-10	-0.3	-4	-13	-5
COc1ccc(C(O)c2ncc(-c3ccccc3C)[nH]2)cc1F (configuration not stated)	/	1.6	/	-3	-1	/	i	/	/	6

Screening results as filed in PubChem.
